hgDAF12 agonist: hgDAF-12 agonism, primary luciferase screen; HEK293 GAL4-hgDAF12 UAS-luciferase reporter, agonist luminescence; normalized to butyrate control; activation, % at 6.8 µM; actives 1.8% (n = 370,000);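 active = activation above a cutoff set at the mean of all screened compounds plus 3 SD, cut at about 10% in these data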;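 also: 0% = DMSO wells and 100% = sodium butyrate wells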
hcDAF-12 act: activates DAF-12 receptor from parasite H. contortus; activation, % at 6.8 µM; actives 1.4% (n = 370,000); HEK293 hcDAF-12 lit1-tk-luc reporter, luminescence; 0% DMSO, 100% Δ7-dafachronic acid;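 active = activation above the mean of all tested compounds plus 3 SD, cut at about 5.5% in these data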;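 also: 100% = response to 3 µM Δ7-dafachronic acid high control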
sPLA2-III inh: Blocks human group III sPLA2 activity | actives 0.56% (n = 370,000) | QFRET BODIPY PC-A2 liposome hydrolysis, fluorescence | inhibition, % at 12.2 µM;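 active = inhibition above mean plus 3 SD of compounds lying within the high and low control bounds, cut at about 19% in these data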;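 also: 0% = median of test compound wells and 100% = no enzyme DMSO wells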
FXN GAA850 act: frataxin GAA850 promoter activation | HEK293 lucGAA850 FXN promoter luciferase reporter, 24 h; percent of 10 µM SAHA response | activation, % at 6 µM | actives 0.56% (n = 360,000);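 active = activation above the average of all compounds screened plus 3 SD, cutoff fixed separately per campaign, cut at about 7.5% in these data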;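 also: 0% = DMSO wells and 100% = 10 µM SAHA wells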
DAX1 inh-1: blocks DAX1 repression of SF-1 activated StAR promoter; AID 652010; inhibition, % at 6.8 µM; HEK293T StAR-luciferase reporter, SF-1/DAX-1 repression relief; actives 1.1% (n = 370,000);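 active = inhibition above the mean over all tested compounds plus 3 SD, cut at about 3.6% in these data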;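 also: 0% = DAX-1 cells with DMSO and 100% = cells lacking DAX-1 with DMSO; higher inhibition means more luminescence from relief of DAX-1 repression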
DAX1 inh-2: inhibitors of human orphan nuclear receptor DAX1 (NR0B1); inhibition, % at 6.75 µM; HEK293 Gal4-DAX1 luciferase reporter, luminescence; AID 504766; actives 0.99% (n = 340,000);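 active = inhibition above the mean over all tested compounds plus 3 SD, cut at about 4.2% in these data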;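 also: 0% = DAX1-transfected cells with DMSO and 100% = empty-vector control cells with DMSO; inhibition shows as a rise in luminescence from relieved DAX1 repression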
GC-B act: GC-B (human) receptor activation | P20594 | actives 0.11% (n = 370,000) | HEK293-GC-B cells, CNP EC30, cGMP TR-FRET; 0% at EC30 CNP, 100% saturating CNP | activation, % at 10 µM;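 active = activation at 10 µM reaching about 35% in either raw or pattern-adjusted values, limit read from the data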
Target sequence (P20594 whole entry, looked up): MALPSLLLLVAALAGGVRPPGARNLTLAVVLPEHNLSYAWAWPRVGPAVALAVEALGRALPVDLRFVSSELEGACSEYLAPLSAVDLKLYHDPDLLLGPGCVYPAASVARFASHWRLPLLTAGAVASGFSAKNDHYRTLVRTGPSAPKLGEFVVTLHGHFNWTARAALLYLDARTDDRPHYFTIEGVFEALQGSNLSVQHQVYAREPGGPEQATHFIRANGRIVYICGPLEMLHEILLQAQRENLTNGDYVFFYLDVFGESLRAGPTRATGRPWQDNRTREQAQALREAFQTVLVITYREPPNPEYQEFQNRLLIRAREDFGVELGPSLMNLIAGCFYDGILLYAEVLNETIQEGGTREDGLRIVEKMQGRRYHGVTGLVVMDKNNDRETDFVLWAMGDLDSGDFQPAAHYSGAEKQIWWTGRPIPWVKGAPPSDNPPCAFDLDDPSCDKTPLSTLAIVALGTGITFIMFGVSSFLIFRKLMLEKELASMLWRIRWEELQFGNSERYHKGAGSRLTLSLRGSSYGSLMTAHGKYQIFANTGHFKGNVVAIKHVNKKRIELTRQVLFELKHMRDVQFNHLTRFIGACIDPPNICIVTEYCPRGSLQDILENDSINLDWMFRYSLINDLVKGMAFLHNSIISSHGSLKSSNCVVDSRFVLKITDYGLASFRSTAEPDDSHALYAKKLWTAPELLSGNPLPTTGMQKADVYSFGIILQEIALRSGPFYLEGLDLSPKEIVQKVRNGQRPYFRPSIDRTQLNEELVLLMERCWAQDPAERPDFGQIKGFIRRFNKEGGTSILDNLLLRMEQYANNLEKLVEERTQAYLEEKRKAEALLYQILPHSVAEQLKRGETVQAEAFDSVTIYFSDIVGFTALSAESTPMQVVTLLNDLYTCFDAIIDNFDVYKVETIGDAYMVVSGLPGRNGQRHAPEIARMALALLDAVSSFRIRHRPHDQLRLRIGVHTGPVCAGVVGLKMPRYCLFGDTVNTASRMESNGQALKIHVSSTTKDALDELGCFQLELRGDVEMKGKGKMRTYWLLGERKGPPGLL
SMARCA2 activ: increases SMARCA2 function in MMTV reporter cells. MG213 cells, MMTV-luciferase reporter, dexamethasone, overnight. actives 1% (n = 370,000). activation, % at 9.1 µM; in the data active = activation above about 7.8%;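 also: 0% = vehicle wells and 100% = reference activator wells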
KLK7 zymogen act: activators of human kallikrein-7 zymogen. purified proKLK7, EDANS-DABCYL substrate fluorescence; 100% is mature enzyme control, 0% vehicle. activation, % at 7 µM. actives 0.9% (n = 370,000). AID 652039;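 active = activation above the mean of all tested compounds plus 3 SD, computed per campaign excluding outliers beyond control limits, cut at about 13% in these data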
NPR1 activator: GC-A (human) enzyme activation | activation, % at 10 µM | HEK293 GC-A cells, cGMP TR-FRET, EC30 ANP; 0% at EC30 ANP, 100% saturating ANP | P16066 | actives 0.14% (n = 370,000); in the data active = activation above about 40%
ssDAF12 agonist: activates DAF-12 receptor from parasite S. stercoralis; HEK293 ssDAF-12/GRIP1 lit1-tk-luc reporter, luminescence; % of 3 µM dafachronic acid response; activation, % at 6.8 µM; actives 1% (n = 370,000); AID 652126;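 active = activation above the mean over all tested compounds plus 3 SD, cut at about 0.9% in these data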;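 also: 0% = DMSO-only wells and 100% = 3 µM delta7-dafachronic acid wells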
Active calls of the source: *; . = no result given.

Second line of a record – GC-B act	KLK7 zymogen act	SMARCA2 activ	sPLA2-III inh	NPR1 activator	DAX1 inh-1	DAX1 inh-2	hgDAF12 agonist	ssDAF12 agonist	FXN GAA850 act	hcDAF-12 act
COCCN1Cc2cccc(C(=O)Nc3ccc(S(=O)(=O)N4CCCCCC4)cc3)c2C1=O
 : -2	-0.2	-2	8	9	0.2	-0.3	0.4	1.5*	0.9	-2.1
CC(C)CC(COCc1ccc(Cl)cc1)N1CCN(C(=O)c2ccc(C(F)(F)F)cc2)CCC1=O (stereo not given)
 : -12	0.6	0	2	-5	-1.0	-1.2	-1.2	-1.1	-2.2	-0.7
CCOc1ccccc1/C=N/OCC(=O)NCc1ccc(F)cc1
 : -3	1.0	2	-10	-3	-0.6	-0.5	-3.0	-1.1	0.5	0.2
CC1=C(C(=O)Nc2ccc(F)c(F)c2)C(c2cccs2)NC(=S)N1 (stereo not given)
 : -3	0.2	-1	11	3	0.4	-1.0	-0.9	-0.2	0.8	0.9
C[C@@H](C(=O)NCc1c(F)cccc1Cl)N1C(=O)N2CCc3c([nH]c4ccccc34)[C@@]2(C)C1=O
 : -4	0.3	-1	-34	0	-0.9	-2.6	-2.5	-1.3	-4.0	-2.3
Cn1nnc2cc(C(=O)Nc3ccccc3F)ccc21
 : 0	0.2	3	1	4	0.7	-1.6	0.9	-0.4	6.4	-0.4
Cc1cc(NS(=O)(=O)c2ccc(NC(=O)c3cnc4sccn4c3=O)cc2)nc(C)n1
 : 5	-0.6	2	13	3	0.7	-0.3	4.1	-0.6	-0.8	0.5
CC/C(=N/NC(=O)CNc1ccc(Cl)cc1C)c1ccccc1
 : -9	-0.8	2	-1	0	0.1	1.0	-2.3	-1.6	-1.3	0.2
CCc1nc(Nc2ccccc2F)c2oc3ccccc3c2n1
 : -1	-3.0	8	1	7	-0.8	1.3	0.4	-1.4	4.2	-0.2
CC(=O)c1c(-c2ccccc2)c2cc(Cl)ccc2[nH]c1=O
 : -17	0.6	2	-4	-13	-0.7	-0.5	-4.8	-1.1	-0.7	-3.1
COC(=O)c1ccc(N2CCc3ccccc32)c([N+](=O)[O-])c1
 : -1	0.2	-1	15	4	-0.8	0.2	-3.0	-1.2	-0.7	-1.0
CCCCn1c(N)c(N(CCC(C)C)C(=O)c2ccccc2-n2cnnn2)c(=O)[nH]c1=O
 : 2	1.2	-2	-4	2	-1.6	1.1	-0.7	-1.2	-1.1	-2.2
Cc1ccc(C)c(C(=O)CN2Cc3ccccc3C2=O)c1
 : 5	0.1	4	-16	5	0.7	1.2	3.4	-1.9	2.1	-0.8
CC(=O)Nc1ccc(NC(=O)C2CCN(C(=O)C3CC(=O)N(c4ccc(C)cc4)C3)CC2)cc1 (stereo not given)
 : 8	0.7	-5	-1	-6	-0.4	0.5	3.2	-0.6	1.1	0.4
COC(=O)C1=CNC=C(C(=O)OC)C1c1ccccc1Cl
 : -4	66*	-4	0	-5	0.1	2.4	-1.7	-1.1	0.0	-1.9
CN(CCC#N)CC(=O)Nc1ccc(NC(=O)CN(C)CCC#N)cc1
 : 3	-0.1	0	0	2	-0.1	0.2	-1.3	-0.7	2.6	1.8
CC(=O)NC(Cc1c[nH]c2ccccc12)C(=O)OCC(=O)N1CCN(S(=O)(=O)c2ccc(Cl)cc2)CC1 (stereo not given)
 : 1	0.1	-2	-67	-1	1.3	0.6	1.3	-1.1	0.8	0.0
NC(=O)c1cccnc1Oc1ccc(Cl)cc1
 : -3	0.7	4	0	-6	-0.1	1.1	1.5	-1.7	-0.4	-2.5
CCOC(=O)C(=O)Nc1ccc([N+](=O)[O-])cc1OC
 : 0	-0.2	3	23*	1	0.8	-0.2	1.4	-0.9	0.5	3.1
O=C(CSc1nnc(Cc2ccccc2)c(=O)[nH]1)Nc1ccccc1
 : -1	-1.1	2	-1	1	0.4	1.4	0.9	-1.0	-4.2	-1.4

Just hcDAF-12 act and DAX1 inh-1, for two of the compounds above:
| canonical_smiles | hcDAF-12 act | DAX1 inh-1 |
| --- | --- | --- |
| O=C(CSc1nnc(Cc2ccccc2)c(=O)[nH]1)Nc1ccccc1 | -1.4 | 0.4 |
| NC(=O)c1cccnc1Oc1ccc(Cl)cc1 | -2.5 | -0.1 |

(list continues)
Second line of a record – GC-B act	KLK7 zymogen act	SMARCA2 activ	sPLA2-III inh	NPR1 activator	DAX1 inh-1	DAX1 inh-2	hgDAF12 agonist	ssDAF12 agonist	FXN GAA850 act	hcDAF-12 act
Cn1c(SCC(=O)NCc2ccco2)nnc1-c1ccc(S(=O)(=O)N2CCOCC2)cc1
 : -3	0.9	2	-3	7	-0.2	-0.6	1.5	-1.2	-0.5	-0.2
CCOC(=O)N1CCC(c2cc(=O)n3[nH]c(C)c(-c4ccc(F)cc4)c3n2)CC1
 : 5	-6.4	-3	-16	7	-0.4	1.3	3.0	-1.2	-0.1	0.2
CN(C(=O)CSc1nc2ccccc2o1)C1CCCCC1
 : 0	0.3	7	6	0	9.0*	2.2	13*	0.2	2.2	0.3
CCOc1ccc(/C(O)=C2/C(=O)C(=O)N(c3cc(C)on3)C2c2ccc(C(=O)OC)cc2)cc1 (stereo not given)
 : 1	-0.4	-1	-7	-1	-0.4	0.5	0.4	-1.3	0.3	1.8
CC(=O)NCCC(=O)Nc1cccc(S(=O)(=O)N(C)c2ccccc2)c1
 : 1	-0.6	-2	-5	-2	-0.4	-0.5	0.8	-0.9	-3.4	-0.7
CC1(C)CC(=O)c2c(n(S(=O)(=O)c3ccccc3)c3ccc(NS(=O)(=O)c4ccccc4)cc23)C1
 : -4	0.1	-3	-22	0	-0.7	-1.2	3.1	-1.9	-1.4	3.7
Cc1ccccc1NC(=S)NCc1ccc2c(c1)OCO2
 : 6	-0.1	1	9	3	-0.2	0.4	1.6	-0.7	0.6	-0.3
COc1cc2c(cc1OC)C(c1ccc3c(c1)OCO3)C1=C(CC(C)(C)CC1=O)N2 (stereo not given)
 : -16	-62	-2	6	-21	-0.4	1.5	0.3	-1.3	3.3	0.6
Cc1cc(C)c([N+](=O)[O-])cc1NC(=O)CCSc1ccccc1Cl
 : -2	0.6	1	-8	6	-0.4	0.7	-1.3	-1.3	1.0	2.3
O=C(C1CCN(S(=O)(=O)c2ccccc2F)CC1)N1CCCC1
 : 4	-0.4	1	7	5	-1.7	-0.3	-0.7	-0.9	2.1	-1.3
Cc1ccc(Cc2cnc(N3C(=N)SC(C)C3=O)s2)cc1 (stereo not given)
 : 9	0.1	-3	-3	4	-1.1	0.2	-1.7	0.5	2.3	-0.7
O=C(NC1CCCc2c1cnn2-c1ccc(F)cc1F)c1cnccn1 (stereo not given)
 : -3	0.0	0	-4	3	-0.9	0.7	-3.1	-2.2	1.7	-0.2
C=CCOC(=O)/C(=C/c1cccnc1)NC(=O)c1ccccc1
 : 4	-0.1	-7	14	2	0.4	-0.6	-0.1	-1.1	2.1	0.0
N#Cc1c2c(nc(N)c1-c1ccccc1)CCCCC2
 : 0	0.8	1	9	4	0.1	-0.6	3.2	-0.3	-0.1	-0.5
CC1(C)CC(=O)C2=C(C1)OC(N)=C(C#N)C2c1ccccc1[N+](=O)[O-] (stereo not given)
 : 2	17*	-4	-16	-1	-0.5	0.0	1.9	0.2	1.6	0.7
Cc1cccc(C)c1NC(=O)CNc1ncnc2sc(C)c(C)c12
 : -4	-0.5	-3	-8	-5	-0.5	-1.5	-4.3	-1.6	-0.6	-0.8
Cc1nn(-c2ccccc2)c(Cl)c1C(=O)NNC(=O)c1ccncc1
 : 3	-0.4	-1	3	5	-1.5	-0.3	3.4	-1.3	0.8	-0.1
Cc1ccc(-c2nnc(SCC(=O)Nc3nc4c(s3)CCCC4)n2C)cc1
 : -4	0.1	-4	6	-5	1.1	1.7	-1.6	-1.5	-1.1	-1.2
CCc1nc2c(OCc3ccc(F)cc3)cccn2c1N(C)C(=O)c1ccco1
 : 1	0.2	-2	6	-2	-0.4	.	-3.7	-1.0	0.7	-1.7
O=C(NNC(=S)NC(=O)c1ccccc1Cl)c1cccc([N+](=O)[O-])c1
 : 2	-0.7	-1	25*	0	0.0	-0.2	0.5	-1.2	0.0	-2.2

Second line of a record – GC-B act	KLK7 zymogen act	SMARCA2 activ	sPLA2-III inh	NPR1 activator	DAX1 inh-1	DAX1 inh-2	hgDAF12 agonist	ssDAF12 agonist	FXN GAA850 act	hcDAF-12 act
Cc1ccc(Sc2cnc3ccccc3n2)cc1
 : -5	0.0	4	0	9	0.4	1.5	6.5	-0.6	2.5	3.3
Cc1cc(C)c2c(N=CN(C)C)c(C(=O)N3CCN(c4ncccn4)CC3)sc2n1
 : -5	0.4	-2	-3	-2	-0.6	0.3	-1.0	-1.3	1.6	-1.7
COc1ccc(OCc2nnc(SCC(=O)Nc3ccccc3F)o2)cc1
 : -2	-0.2	1	-5	0	0.2	0.3	-0.5	-0.9	0.3	-1.0
Cc1cc(C(=O)N/N=C/c2ccc([N+](=O)[O-])cc2)c2ccccc2n1
 : -1	-0.4	-2	-3	-2	-1.9	0.9	0.9	-0.3	-7.1	1.2
Cc1cccc(NC(=O)c2ccc(S(=O)(=O)N3CCOCC3)cc2)c1C
 : 0	0.1	2	-1	1	0.1	0.8	0.0	-0.9	0.9	-2.1
CC(C)C[C@H]1CN(CCCC[C@@H]2CNC(=O)C(=O)N2Cc2ccccc2)C(=O)C(=O)N1CCC1CCCCC1
 : 4	0.7	-4	-16	-2	-1.0	.	0.1	-0.8	.	-0.2
CSCCC(NC(=O)C1CCC(C)CC1)C(=O)NCCN1CCC(C)CC1 (stereo not given)
 : 0	0.2	6	7	-1	0.7	2.5	-0.8	-1.8	3.7	0.2
NC(=O)CN1C(=O)C(=O)N(Cc2ccccc2Cl)C1=O
 : 5	0.1	2	7	4	0.2	-1.2	-2.8	-1.2	2.9	-0.8
O=C1N(c2cccc(Cl)c2)C(c2ccccc2)N2CCCN12 (stereo not given)
 : -11	0.4	-2	-2	-14	-0.1	0.1	-2.2	-1.8	1.7	-2.1
O=S(=O)(N1CCOCC1)N1CCCN(S(=O)(=O)N2CCOCC2)CC1
 : 3	-0.1	1	3	2	0.7	1.0	1.3	-0.6	1.6	-0.7
CC(=O)c1ccccc1NC(=O)COC(=O)C1=NN(c2ccccc2)C(=O)CC1
 : 0	-0.2	0	15	-5	-0.6	-1.0	0.7	-0.9	-0.7	1.8
COC(=O)c1ccc(N2CCC(c3cc(-c4ccc(OC)cc4)n[nH]3)CC2)c([N+](=O)[O-])c1
 : -4	0.2	-6	-34	-4	-0.7	-0.3	0.9	-1.7	6.1	-1.8
CC(=O)Nc1ccc(S(=O)(=O)N2CCN(C)CC2)cc1
 : 6	0.3	-1	11	4	0.2	0.0	0.6	-1.3	0.7	-0.2
COc1cc(C2NC(=O)CCC2[N+](=O)[O-])cc(OC)c1OC (stereo not given)
 : -2	0.2	-2	11	3	0.0	0.8	-4.5	-1.2	-3.1	2.3
CC(=O)C1C(c2ccc(Br)cc2)C2C(C)=NN=C2CC1(C)O (stereo not given)
 : 3	-0.1	0	1	11	-0.3	2.7	-4.1	-1.6	1.0	-1.5
COc1cc(CCC(=O)Nc2ccc(Br)c(C(F)(F)F)c2)cc(OC)c1OC
 : -1	0.1	-4	-13	-1	-0.5	-1.6	-2.6	-1.4	1.7	-3.0

Screening data (PubChem)
